# Bioassay records (PubChem BioAssay)
# S1P4 antag: antagonists of human S1P4 receptor. O95977. inhibition, % at 4.98 µM. hit rate 0.26% among 220,000. S1P4-expressing cells, antagonist mode, reporter read-out; in the data active = inhibition above about 29%;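 also: 0% = wells stimulated with agonist and 100% = vehicle wells without agonist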
# Target sequence (O95977 whole entry, looked up): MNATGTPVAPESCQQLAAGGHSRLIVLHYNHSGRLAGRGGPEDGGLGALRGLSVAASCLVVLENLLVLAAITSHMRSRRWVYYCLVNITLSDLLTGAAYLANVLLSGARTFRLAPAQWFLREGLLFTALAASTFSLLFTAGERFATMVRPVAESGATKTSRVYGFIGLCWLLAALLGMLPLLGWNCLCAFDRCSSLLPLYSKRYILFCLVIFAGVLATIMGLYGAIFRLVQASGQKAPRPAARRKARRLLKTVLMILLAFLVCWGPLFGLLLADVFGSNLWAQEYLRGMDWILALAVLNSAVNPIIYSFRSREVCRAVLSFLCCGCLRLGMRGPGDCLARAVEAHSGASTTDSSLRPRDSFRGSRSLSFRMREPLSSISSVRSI
# Ba/F3 V617F tox: loss of viability in JAK2V617F-driven Ba/F3 cells. hit rate 1.1% among 220,000. inhibition, % at 5.6 µM. Ba/F3 EpoR-JAK2V617F viability, ATP luminescence;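 active = inhibition above the campaign mean plus 3 SD over all tested compounds, cut at about 24% in these data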;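 also: cytokine-independent growth of Ba/F3 cells driven by EpoR plus mutant JAK2; 0% = DMSO-treated cells and 100% = JAK inhibitor I control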
# Wee1 degr inh: inhibitors of human Wee1 degradation | P30291 | HeLa Luc-Wee1K328M stability, luciferase luminescence; 100% = proteasome inhibitor MG132 effect | reporter increase, % at 5 µM | hit rate 1.2% among 220,000 | AID 1321;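 active = activation above the mean of all tested compounds plus 3 SD, set per screening run, cut at about 8.8% in these data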;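 also: cells exposed to compound for 20 h before luminescence read; 0% = DMSO alone and 100% = MG132 at 30 µM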
# Target sequence (P30291 whole entry K328M): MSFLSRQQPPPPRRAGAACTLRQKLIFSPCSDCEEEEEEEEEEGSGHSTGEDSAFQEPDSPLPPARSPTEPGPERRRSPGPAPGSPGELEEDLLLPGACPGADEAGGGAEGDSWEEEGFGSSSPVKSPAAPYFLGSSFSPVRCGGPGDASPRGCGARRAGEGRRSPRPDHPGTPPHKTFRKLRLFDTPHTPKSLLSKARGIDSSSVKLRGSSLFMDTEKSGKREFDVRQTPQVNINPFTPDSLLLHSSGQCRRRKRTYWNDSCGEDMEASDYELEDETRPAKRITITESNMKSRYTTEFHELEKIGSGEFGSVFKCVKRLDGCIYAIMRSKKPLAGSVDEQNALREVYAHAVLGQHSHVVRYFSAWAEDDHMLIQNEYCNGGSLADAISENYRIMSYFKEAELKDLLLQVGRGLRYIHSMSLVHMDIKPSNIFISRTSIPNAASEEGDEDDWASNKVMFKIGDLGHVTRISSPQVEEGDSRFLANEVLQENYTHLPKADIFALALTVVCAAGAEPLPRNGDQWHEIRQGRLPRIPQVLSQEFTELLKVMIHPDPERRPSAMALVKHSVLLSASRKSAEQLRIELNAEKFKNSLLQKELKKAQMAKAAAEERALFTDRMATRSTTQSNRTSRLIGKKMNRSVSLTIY
# MDM2 E3 inh: blocks human Mdm2 ubiquitin ligase activity; cell-based MDM2 ubiquitination luciferase reporter, 2 h; 0 = plate control, 100 = twice control, blank-subtracted; signal enhancement, % at 5 µM; hit rate 0.11% among 210,000; AID 1230; Q00987;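 active = signal enhancement of 30% or more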;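 also: luminescence tracks abundance of the self-degrading MDM2-luciferase fusion protein; higher signal means inhibition of MDM2 E3 ligase activity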
#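 system = mammalian cells stably expressing self-ubiquitinating, self-degrading MDM2 E3–luciferase fusion | quantity = 2000 cells per well seeded | incubation = 4 h cell settling then 2 h compound exposure, 37 °C | signal = SteadyLite luminescence, 15 min reagent step | benchmarks = plate control and blank wells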
# PERK inhibitor: inhibitors of human PERK kinase; Q9NZJ5; CHO PERK-DD fusion, SEAP luminescence translation reporter; inhibition, % at 5.6 µM; hit rate 0.17% among 220,000;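 active = inhibition above the mean inhibition of all tested compounds plus 3 SD, set separately per screening campaign, cut at about 2.9% in these data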;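 also: PERK kinase domain activated by AP20187 dimerizer at 100 nM; 0% = DMSO with dimerizer and 100% = rapamycin at 8.4 µM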
# NPY-Y2 PAM-ag: potentiators or agonists of human neuropeptide Y receptor Y2 | AID 1359 | activation, % at 3.6 µM | hit rate 0.45% among 220,000 | cells expressing NPY-Y2, potentiator/agonist read-out; in the data active = activation above about 27%;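 also: cells stimulated with NPY near EC25 plus isoproterenol at EC100; 0% = vehicle plus submaximal agonist and 100% = vehicle plus saturating agonist; some results beyond the cut were filed as inactive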
# BaF3 parental: counter-screen for JAK2V617F inhibitors: parental Ba/F3 viability inhibitors; AID 1486; CellTiter-Glo ATP luminescence; inhibition, % at 5.6 µM; hit rate 1.1% among 220,000;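 active = inhibition above a per-campaign cutoff, the mean inhibition of all tested compounds plus 3 SD, cut at about 27% in these data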;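 also: 0% = DMSO wells and 100% = JAK Inhibitor I control wells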
# eIF4E 4G PPI: inhibitors of eIF4E and eIF4G interaction in translation initiation; P63073+Q04637; TR-FRET eIF4E-eIF4GI(517-606) binding, 2 h; inhibition, % at 21.7 µM; hit rate 0.37% among 220,000; AID 782;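 active = inhibition above about 30%, limit read from the data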;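 also: 0% = full FRET control wells and 100% = background wells lacking eIF4GI fragment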
# S1P4 ag: activates the human S1P4 receptor. hit rate 0.35% among 220,000. activation, % at 4.98 µM. O95977. S1P4-expressing cell line, agonist reporter assay; in the data active = activation above about 11%;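 also: 0% = DMSO vehicle and 100% = reference agonist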
# Numbers without * were called inactive; . = not tested or not shown; [ ] = another dose, or the depositor's remark.
Structure	S1P4 antag	Ba/F3 V617F tox	Wee1 degr inh	MDM2 E3 inh	PERK inhibitor	NPY-Y2 PAM-ag	BaF3 parental	eIF4E 4G PPI	S1P4 ag
CCOc1ccc(NC(=O)/C=C/c2ccc(OC)cc2)c([N+](=O)[O-])c1	-5	3	-1	-15	-0.1	0	4	-8[fluorescence artefact?]	1.1
COCCNC(=O)CN1CCC(n2c(C)nc3cc(C(F)(F)F)ccc32)CC1	-8	-5	-1	-16	-0.4	8	-1	-5	0.9
O=C(NCc1cccnc1)C(=O)N/N=C/c1ccc([N+](=O)[O-])cc1	30*	0	-4	-16	0.5	11	4	2	0.7
O=C(O)C1CCCCC1C(=O)NCCCCc1ccccc1 (stereo not drawn)	-1	1	-3	-16	1.2	-5	4	4	0.1
CC(=O)N1CCOCCOCCN(C(C)=O)CCOCC1	-9	-3	11*	-8	1.3	5	1	2	0.8
CCSc1nc2ccccc2n1CC(=O)OC	6	-1	-2	9	0.8	7	6	-2[fluorescence artefact?]	1.2
O=C(Nc1ccc(Cl)cc1)N1CCCN(c2ccc(C(F)(F)F)cc2[N+](=O)[O-])CC1	1	1	4	-14	0.2	48*	0	0	5.7
O=C(Cc1ccccc1)Nc1ccc2oc(-c3cccnc3)nc2c1	-15	-1	2	-7	-0.3	-14	4	-1	-2.9
Cc1ccc(S(=O)(=O)N(C)C)cc1NC(=O)c1ccc2ccccc2n1	0	5	8	-16	-0.6	-38	0	1	-0.5
C/C(=N\NC(=O)c1ccoc1C)c1ccccc1	3	1	2	-20	-0.5	-11	1	1	-0.4
O=C(/C=C/c1ccccc1)NC(N1CCOCC1)C(Cl)(Cl)Cl (stereo not drawn)	7	3	-1	-13	0.1	-12	3	4	-1.3
O=C(Nc1nc(-c2cc(F)ccc2F)cs1)C1=NN(c2ccccc2)C(=O)CC1	-7	-4	-1	-20	-0.1	-2	3	3	-0.2
Cc1cccc[n+]1CC(=O)/C=C1\N(C)c2ccccc2C1(C)C	-30	91*	-2	-18	0.5	-2	67*	-2	21*
CN(Cc1ccncc1)C1CC(=O)N(c2ccc(Cl)cc2)C1=O (stereo not drawn)	-24	-1	4	-9	1.4	-3	2	1	1.9
CCCOc1ccc(CN2CCOCC2)cc1OC	-12	-4	0	7	-0.6	-5	-4	-2	0.6
COc1ccc(OC(=O)c2cnc3n(c2=O)CCS3)cc1	1	-5	-4	-4	1.3	-1	3	3	-0.8

# 2 neighbouring compounds from above, for reference:
Structure	S1P4 antag	Ba/F3 V617F tox	Wee1 degr inh	MDM2 E3 inh	PERK inhibitor	NPY-Y2 PAM-ag	BaF3 parental	eIF4E 4G PPI	S1P4 ag
CN(Cc1ccncc1)C1CC(=O)N(c2ccc(Cl)cc2)C1=O (stereo not drawn)	-24	-1	4	-9	1.4	-3	2	1	1.9
CCCOc1ccc(CN2CCOCC2)cc1OC	-12	-4	0	7	-0.6	-5	-4	-2	0.6

# Following part:
Structure	S1P4 antag	Ba/F3 V617F tox	Wee1 degr inh	MDM2 E3 inh	PERK inhibitor	NPY-Y2 PAM-ag	BaF3 parental	eIF4E 4G PPI	S1P4 ag
N#CC(C#N)=Cc1ccc(OC(=O)c2ccccn2)cc1	-5	-1	-1	-5	1.0	6	4	0	0.6
CCCS(=O)(=O)Nc1ccc2cn[nH]c2c1	-4	1	-4	0	2.3	-5	4	1	-0.2
Cc1ccc(NC(=O)CN2CCC(NC(=O)Cc3ccccc3)CC2)c(C)c1	-19	0	0	-13	0.2	1	4	2	-0.9
O=c1[nH]c(=O)n(Cc2ccco2)c2c1C(C(F)(F)F)(C(F)(F)F)N=C(C1CCCCC1)N2	0	-5	3	-19	1.5	29	0	-11	1.0
C=CCC(C)(NCc1ccccc1)c1ccc(C)cc1 (stereo not drawn)	-15	0	3	-7	-1.1	-1	6	-2	1.2
CCCOC(=O)CSC1=C(C#N)C(c2ccc3c(c2)OCO3)CC(=O)N1 (stereo not drawn)	-9	-3	-1	-16	0.2	10	0	-1	-0.9
CC(=O)c1c(C)[nH]c(C(=O)Nc2ccc(C)c(S(=O)(=O)N(C)C)c2)c1C	-5	-3	-1	9	0.8	10	4	-7	1.2
O=C(NC1CCCCCCC1)c1ccc(S(=O)(=O)N2CCCC2)cc1	-9	-2	4	.	-0.6	-3	2	14	-0.3
CC(=O)c1ccc(N2CCN(C(C)C(=O)NC3CCCc4ccccc43)CC2)cc1 (stereo not drawn)	1	0	0	-13	-0.7	3	4	-4[fluorescence artefact?]	3.4
CCOC(=O)CSc1nc2cc(S(=O)(=O)Nc3ccccc3OC)ccc2o1	-31	-2	-2	-17	0.0	45*	0	2	-0.9
COc1ccc(Cc2nnc(SCC(=O)NCc3ccco3)o2)cc1	-24	-1	0	-3	0.3	-5	-1	.	-1.2
O=c1c([N+](=O)[O-])c(N2CCCC2)c2ccccc2n1-c1ccccc1	-3	-4	-3	8	0.5	-8	1	0	-0.2
Oc1ccc(-c2nc(=S)[nH][nH]2)cc1	-26	1	3	2	0.7	-21	3	2	2.4
CCCS(=O)(=O)c1c(S(=O)(=O)CCC)c2c(N)cccn2c1C(=O)OC	2	-4	2	.	0.6	-5	2	0	0.3
O=C(CSc1nnc(Cn2c(=O)sc3ccccc32)n1-c1ccccc1)N1CCCCCC1	-11	-2	3	-8	-0.2	15	5	3	0.1
CCOC(=O)c1c(C)oc2ccc(OCC(N)=O)cc12	-6	4	3	-2	0.1	-3	-1	2[fluorescence artefact?]	0.0
O=c1c2sccc2n(Cc2ccc(F)cc2)c(=O)n1-c1ccc(F)cc1	-13	-1	-2	-8	-0.1	-9	1	1	1.8
Cc1ccc(S(=O)(=O)NCC(=O)N(CC(=O)NCc2ccccc2)CC2CCCO2)cc1 (stereo not drawn)	-16	-3	1	-12	-0.4	-4	-2	0	1.2
CCCCn1c(-c2cc(Cl)ccc2OC)n[nH]c1=S	-33	1	-1	-6	0.2	2	3	-4	4.3
Cc1nc2ccccc2c2oc(C(=O)N3CCN(C4CCCCC4)CC3)cc12	-3	3	-4	-19	-1.0	3	9	-3[fluorescence artefact?]	0.4
CN(C(=O)COC(=O)C(Cc1ccccc1)NC(=O)c1ccccc1)c1ccccc1 (stereo not drawn)	-4	3	4	-15	-0.6	5	5	-3	0.4
O=C(c1cccc(F)c1)N1CCN(c2ccc([N+](=O)[O-])c3cccnc23)CC1	-1	-3	3	4	0.4	-1	2	1	-1.1
CCCC(=O)N=c1sc2cccc(F)c2n1C	4	2	2	-4	1.3	-3	11	3	0.8
CC(C)c1ccc(-n2nc3ccc(N)cc3n2)cc1	-7	-2	4	-32	0.8	16	-3	5	5.0
CCOC(=O)Cc1csc(NS(C)(=O)=O)n1	3	2	2	-20	0.3	-6	4	2	-0.4
Cc1cc(N)c(-n2cc3c(=O)n(C)c(=O)n(C)c3c2)cc1C	-10	2	3	2	-1.1	0	6	.	2.1
CC1CCN(C(=S)c2cn(Cc3cccc(F)c3)c3ccccc23)CC1	-10	5	-1	-15	-0.6	-14	12	-2	-0.9
CC(NC(=O)Nc1ccccc1O)(C(F)(F)F)C(F)(F)F	5	0	0	-12	1.9	4	5	1	0.8
C=CCN1C(=O)c2cccc3c(Br)ccc(c23)C1=O	5	0	-1	-6	0.3	-1	5	-1	1.3
COc1ccc(NCC(=O)n2c(C)c(C)c3ccccc32)cc1	16	-3	0	6	0.1	-1	1	-4	0.9
C=CCN1C(=O)NC(c2ccc(OC)cc2)(C(F)(F)F)S/C1=C(\C#N)c1nnc(N2CCOCC2)n1-c1ccccc1 (stereo not drawn)	-11	-1	-2	-6	0.2	-4	5	8	-0.5
CC1C/C(=N/NC(=O)c2cccs2)CC(C)(C)C1 (stereo not drawn)	-15	1	2	16	0.3	-3	4	-1	2.7
C/C(=N\Nc1cc(Cl)nc(C)n1)c1ccccc1	7	-2	4	-10	0.8	0	3	5	-0.6
COCCNC(=O)CCn1nc(-c2ccc(Cl)cc2)ccc1=O	-16	1	2	-18	0.8	-10	3	4[fluorescence artefact?]	-1.5
Nc1ccc(N2CCN(C(=O)c3cccs3)CC2)cc1	-10	2	1	-3	-1.2	5	3	-2	-0.9
Cc1ccccc1CSc1nnc(Cn2c(=O)sc3ccccc32)n1C	-3	-1	1	-9	0.7	16	8	-1	0.5
CCOC(=O)c1sc(NC(=O)c2cc(S(=O)(=O)N3CCOCC3)ccc2C)nc1C	-9	-1	-1	-3	-0.5	-1	7	5	-0.2
CCOc1ccc(NC(=O)C2CC=CCC2C(=O)O)cc1 (stereo not drawn)	-21	-2	-2	1	1.4	-1	1	6	-2.3
CCn1c(=S)sc2c(=O)n(-c3ccccc3)c(=S)[nH]c21	-24	-1	-1	-16	0.2	-23	2	3	-0.1
CCSc1ccccc1C(=O)Nc1ccc2c(c1)OCO2	8	4	-4	-6	0.3	-1	0	0	0.0
O=C(c1ccccc1)c1cccn1CC(=O)N1CCc2ccccc2C1	-2	-3	-1	-17	1.2	2	-1	4	-1.1
O=C(c1ccc(Cl)cc1)[C@@H]1[C@@H]2C(=O)N(c3cccc4ccccc34)C(=O)[C@@H]2C2c3ccccc3C=NN21 (stereo partly drawn)	2	0	7	-4	-1.2	-1	6	3	-1.4
CC(=O)NCC(=O)N(C)C(C(=O)Nc1ccc2c(c1)OCCO2)c1ccc(C)cc1 (stereo not drawn)	1	4	-1	-2	-0.3	-8	4	-1	-0.5
CC(=O)Nc1cccc(Nc2nc(-c3ccccc3F)nc3ccccc23)c1	-3	4	-3	4	0.3	-8	10	0	1.8
COc1ccc(C(=O)CSc2nc3[nH]ncc3c(=O)[nH]2)cc1	-10	-2	0	-2	0.3	-4	2	0	0.3
CCn1c(SCC(N)=O)nc2c1c(=O)n(C)c(=O)n2C	0	1	0	3	1.1	1	3	1[fluorescence artefact?]	0.6
Cc1ccc(-c2nnc(SCc3ccccc3F)o2)cc1	10	-3	1	-33	-1.0	-12	3	-1	-0.5
CC(=O)NC12CC3CC(C1)CC(C(=O)OCC(=O)NC(=O)c1cccn1C)(C3)C2	-11	3	-1	-4	0.5	5	5	2	-0.8

# An excerpt from above in order of the PERK inhibitor value, largest number first.
molecule,PERK inhibitor
O=C(c1ccccc1)c1cccn1CC(=O)N1CCc2ccccc2C1,1.2
CCn1c(SCC(N)=O)nc2c1c(=O)n(C)c(=O)n2C,1.1
O=C(c1ccc(Cl)cc1)[C@@H]1[C@@H]2C(=O)N(c3cccc4ccccc34)C(=O)[C@@H]2C2c3ccccc3C=NN21 (stereo partly drawn),-1.2

# (listing goes on)
Structure	S1P4 antag	Ba/F3 V617F tox	Wee1 degr inh	MDM2 E3 inh	PERK inhibitor	NPY-Y2 PAM-ag	BaF3 parental	eIF4E 4G PPI	S1P4 ag
CC(=C\C(=O)O)/C(=C\c1cccc2ccccc12)C(=O)O	-27	2	-1	-10	1.5	-9	2	2	0.2
COc1cccc(-c2nc(N)nc(SC)c2C#N)c1	0	2	-2	-20	1.3	-5	3	6	1.1
COc1ccc(CCN2C(=O)c3cccc4cccc(c34)C2=O)cc1OC	-4	-3	-2	-15	1.0	23	2	3[fluorescence artefact?]	-0.5
Cc1ccccc1NC(=O)c1ccc(CN2CCC(Cc3ccccc3)CC2)cc1	-8	13	-3	7	-1.1	38*	10	-1	-2.1
CCNc1nc(Oc2ccc(=O)[nH]n2)nc(SC)n1	-10	-2	2	-10	-0.1	-2	3	1	0.3
CCC(/C=N/NC(=O)C1COc2ccccc2O1)CC (stereo not drawn)	-7	2	2	-22	0.6	-10	5	1	2.2
